# PLC-beta3 inh – blocks human PLC-beta3 enzyme activity | Q01970 | Purified PLC-beta3, fluorogenic substrate, fluorescence | inhibition, % at 12.2 µM | 0.18% of 370,000 active | AID 720704; in the data active = inhibition above about 11%;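 note: 0% = median of compound wells on plate and 100% = full blocker control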
# DAX1 inh-1 – DAX1 (NR0B1) inhibition, primary screen; AID 652010; HEK293T StAR-luciferase reporter, SF-1/DAX-1 repression relief; 1.1% of 370,000 active; inhibition, % at 6.8 µM;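 active = inhibition above the mean over all tested compounds plus 3 SD, cut at about 3.6% in these data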;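 note: 0% = DAX-1 cells with DMSO and 100% = cells lacking DAX-1 with DMSO; higher inhibition means more luminescence from relief of DAX-1 repression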
# ADAM17 inh – inhibits human ADAM17; P78536; recombinant ADAM17, EDANS/DABCYL FRET peptide cleavage; inhibition, % at 6.95 µM; 0.83% of 370,000 active; AID 720648;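 active = inhibition above the mean of compounds lying between control limits plus 3 SD, set per campaign, cut at about 8.5% in these data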;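 note: 0% = DMSO-only wells as the low control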
# hgDAF-12 ag – hgDAF-12 agonism, primary luciferase screen; activation, % at 6.8 µM; 1.8% of 370,000 active; HEK293 GAL4-hgDAF12 UAS-luciferase reporter, agonist luminescence; normalized to butyrate control;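 active = activation above a cutoff set at the mean of all screened compounds plus 3 SD, cut at about 10% in these data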;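 note: 0% = DMSO wells and 100% = sodium butyrate wells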
# ssDAF12 agonist – activates DAF-12 receptor from parasite S. stercoralis. HEK293 ssDAF-12/GRIP1 lit1-tk-luc reporter, luminescence; % of 3 µM dafachronic acid response. 1% of 370,000 active. activation, % at 6.8 µM;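 active = activation above the mean over all tested compounds plus 3 SD, cut at about 0.9% in these data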;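 note: 0% = DMSO-only wells and 100% = 3 µM delta7-dafachronic acid wells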
# PLC-gamma1 inh – inhibitors of human phospholipase C gamma1. P19174. purified PLC-gamma1, fluorogenic substrate, fluorescence. inhibition, % at 12.2 µM. 0.84% of 370,000 active. AID 720700; in the data active = inhibition above about 9.5%
# Target sequence (P19174 whole entry, looked up): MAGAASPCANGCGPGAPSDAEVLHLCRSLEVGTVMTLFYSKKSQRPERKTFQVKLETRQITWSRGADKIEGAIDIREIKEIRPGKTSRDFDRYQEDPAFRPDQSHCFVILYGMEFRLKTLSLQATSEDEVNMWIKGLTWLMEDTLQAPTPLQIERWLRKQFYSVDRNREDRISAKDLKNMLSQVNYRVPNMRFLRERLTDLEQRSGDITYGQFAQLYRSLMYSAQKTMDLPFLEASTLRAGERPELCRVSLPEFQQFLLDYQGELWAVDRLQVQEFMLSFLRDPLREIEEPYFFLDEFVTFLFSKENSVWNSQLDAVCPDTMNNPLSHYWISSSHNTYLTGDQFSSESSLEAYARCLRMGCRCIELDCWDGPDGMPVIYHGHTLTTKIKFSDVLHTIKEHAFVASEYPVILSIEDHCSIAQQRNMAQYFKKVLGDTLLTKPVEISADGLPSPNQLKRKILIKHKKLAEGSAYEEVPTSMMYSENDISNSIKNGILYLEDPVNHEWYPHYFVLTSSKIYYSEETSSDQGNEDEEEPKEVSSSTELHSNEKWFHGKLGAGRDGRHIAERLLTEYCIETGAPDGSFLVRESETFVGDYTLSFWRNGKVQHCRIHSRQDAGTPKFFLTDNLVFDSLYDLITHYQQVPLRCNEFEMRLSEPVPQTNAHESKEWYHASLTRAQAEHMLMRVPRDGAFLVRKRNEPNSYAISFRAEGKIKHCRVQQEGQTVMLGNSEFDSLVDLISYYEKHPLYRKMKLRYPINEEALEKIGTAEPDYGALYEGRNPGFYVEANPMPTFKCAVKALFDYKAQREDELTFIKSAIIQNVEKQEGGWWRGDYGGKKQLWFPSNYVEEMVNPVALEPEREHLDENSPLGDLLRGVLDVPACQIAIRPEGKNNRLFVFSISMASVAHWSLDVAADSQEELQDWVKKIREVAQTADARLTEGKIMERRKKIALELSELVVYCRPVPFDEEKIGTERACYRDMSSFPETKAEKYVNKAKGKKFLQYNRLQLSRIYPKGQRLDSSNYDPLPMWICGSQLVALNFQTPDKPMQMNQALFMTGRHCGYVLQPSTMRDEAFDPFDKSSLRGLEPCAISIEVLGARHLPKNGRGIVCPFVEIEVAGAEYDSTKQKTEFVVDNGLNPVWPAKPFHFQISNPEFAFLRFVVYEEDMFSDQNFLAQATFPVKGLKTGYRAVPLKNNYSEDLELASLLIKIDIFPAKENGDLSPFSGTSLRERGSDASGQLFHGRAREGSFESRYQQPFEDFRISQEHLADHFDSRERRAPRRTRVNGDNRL
# hcDAF12 agonist – activators of H. contortus DAF-12 nuclear receptor; HEK293 hcDAF-12 lit1-tk-luc reporter, luminescence; 0% DMSO, 100% Δ7-dafachronic acid; activation, % at 6.8 µM; 1.4% of 370,000 active;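 active = activation above the mean of all tested compounds plus 3 SD, cut at about 5.5% in these data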;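 note: 100% = response to 3 µM Δ7-dafachronic acid high control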
# GAA850 FXN act – frataxin GAA850 promoter activation | HEK293 lucGAA850 FXN promoter luciferase reporter, 24 h; percent of 10 µM SAHA response | activation, % at 6 µM | 0.56% of 360,000 active | AID 540364;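 active = activation above the average of all compounds screened plus 3 SD, cutoff fixed separately per campaign, cut at about 7.5% in these data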;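 note: 0% = DMSO wells and 100% = 10 µM SAHA wells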
# DAX1 inh-2 – inhibits human nuclear receptor DAX1. AID 504766. HEK293 Gal4-DAX1 luciferase reporter, luminescence. 0.99% of 340,000 active. P51843. inhibition, % at 6.75 µM;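 active = inhibition above the mean over all tested compounds plus 3 SD, cut at about 4.2% in these data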;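 note: 0% = DAX1-transfected cells with DMSO and 100% = empty-vector control cells with DMSO; inhibition shows as a rise in luminescence from relieved DAX1 repression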
# sPLA2-III inh – Blocks human group III sPLA2 activity. QFRET BODIPY PC-A2 liposome hydrolysis, fluorescence. inhibition, % at 12.2 µM. 0.56% of 370,000 active. AID 743126;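 active = inhibition above mean plus 3 SD of compounds lying within the high and low control bounds, cut at about 19% in these data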;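 note: 0% = median of test compound wells and 100% = no enzyme DMSO wells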
# ADAM10 inh – ADAM10 inhibition, QFRET primary screen; recombinant ADAM10, EDANS/DABCYL FRET peptide cleavage, 3 h; 0.62% of 370,000 active; inhibition, % at 7 µM; O14672;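 active = inhibition above a per-campaign cutoff equal to the mean of compounds falling between control-based bounds plus 3 SD, cut at about 20% in these data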;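 note: 0% = DMSO wells while the 100% control is not disclosed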
# * marks the source's active call; other numbers are inactive results; i = inactive; nt = not tested or not shown.
# Start of the listing, in advance:
SMILES,PLC-beta3 inh,DAX1 inh-1,ADAM17 inh,hgDAF-12 ag,ssDAF12 agonist,PLC-gamma1 inh,hcDAF12 agonist,GAA850 FXN act,DAX1 inh-2,sPLA2-III inh,ADAM10 inh
Cc1nnc(NC(=O)c2ccc3c(c2)C(=O)N(CC2CCCO2)C3=O)s1 (stereo not given),3,0.1,-2,2.2,-1.4,2,0.8,-0.9,0.6,-3,0
O=C(c1ccc(F)cc1)C1CCN(C(=O)N2CCOCC2)CC1,10,0.4,6,-0.1,-1.3,6,-1.3,0.0,0.5,-2,11
CCn1nc(C(=O)OCC(=O)NC(C)C)c2ccccc2c1=O,1,-0.1,-1,1.2,-0.3,0,-1.0,2.0,0.2,0,-1

# All compounds of this part (from the top)
SMILES,PLC-beta3 inh,DAX1 inh-1,ADAM17 inh,hgDAF-12 ag,ssDAF12 agonist,PLC-gamma1 inh,hcDAF12 agonist,GAA850 FXN act,DAX1 inh-2,sPLA2-III inh,ADAM10 inh
Cc1nnc(NC(=O)c2ccc3c(c2)C(=O)N(CC2CCCO2)C3=O)s1 (stereo not given),3,0.1,-2,2.2,-1.4,2,0.8,-0.9,0.6,-3,0
O=C(c1ccc(F)cc1)C1CCN(C(=O)N2CCOCC2)CC1,10,0.4,6,-0.1,-1.3,6,-1.3,0.0,0.5,-2,11
CCn1nc(C(=O)OCC(=O)NC(C)C)c2ccccc2c1=O,1,-0.1,-1,1.2,-0.3,0,-1.0,2.0,0.2,0,-1
C[C@@H](c1ccccc1)N1C[C@H](COCc2ccccc2)Oc2cc(N3CC[C@H](N(C)C)C3)ccc2S1(=O)=O,1,-0.2,-1,-1.0,-0.7,0,-0.7,nt,nt,-4,-5
CC(NC(=O)C1CCCN(S(=O)(=O)c2cnc[nH]2)C1)c1ccccc1 (stereo not given),-2,-1.2,-2,0.9,-0.8,-1,1.8,-0.1,2.5,2,-12
C#CCn1c(=NC(=O)c2ccc(Cl)s2)sc2cccc(OC)c21,-48,-0.1,-11,7.2,-0.9,-36,-0.5,2.0,-0.6,6,-29
COc1ccccc1N1CCN(CCS(=O)(=O)c2cc(Cl)ccc2Cl)CC1,5,-0.8,2,-3.1,-1.5,3,-0.9,2.4,-1.1,1,-1
O=C(c1csc2c1CCCC2)N1CCN(c2ccccc2)CC1,-13,0.9,1,6.2,1.1*,-5,3.4,1.8,-1.0,0,3
Cc1ccc(S(=O)(=O)NCCC(=O)Nc2cccc(S(=O)(=O)N3CCCC3)c2)cc1C,3,-0.6,1,-1.5,-1.8,2,0.0,-3.9,-2.5,-26,2
O=C(COC(=O)CNC(=O)C1CCCCC1)NCc1ccccc1,-1,1.6,-2,-1.1,-1.4,2,-0.7,0.2,0.0,-7,7
COc1cccc(CNC(=O)COC(=O)C2CC3CCCC(C2)C3=O)c1 (stereo not given),2,1.4,-3,-1.5,-1.6,4,1.3,1.1,3.0,6,-5
COc1ccc(-c2noc(N3CCC(C(=O)NC(C)c4ccccc4)CC3)n2)cc1 (stereo not given),3,-2.1,1,-1.0,-1.5,1,-1.1,-1.9,-1.9,-8,7
COc1ccccc1OCCNC(=O)CCNS(=O)(=O)c1ccc(C)cc1,-5,-0.3,-9,1.9,-0.7,2,-1.6,1.3,-1.2,-4,-6
O=C(/C=C/c1ccco1)Nc1ccccn1,-8,1.1,-13,13*,-0.5,-10,3.9,-2.4,-1.5,4,-33
O=C(NC12CC3CC(CC(C3)C1)C2)c1cc([N+](=O)[O-])ccc1Cl,-1,0.0,-5,0.2,-0.8,1,-0.4,-0.3,-0.7,2,-4
COC(=O)c1ccccc1NC(=O)Nc1cc(C)cc(C)n1,3,0.2,-6,2.1,-0.2,-1,0.9,1.3,0.4,3,-15
O=C(c1ccccc1)N(c1ccccc1)C1C=CS(=O)(=O)C1 (stereo not given),0,0.2,-2,-1.1,-1.5,1,-0.9,2.6,-0.6,4,-6
Cc1ccc(CNC(=O)/C=C/c2c(Cl)cccc2Cl)cc1,-1,0.0,-4,1.5,-1.6,0,-1.9,-0.3,-0.2,2,-4
COCCn1nnnc1C(c1cccs1)N1CCN(c2nc3ccccc3s2)CC1 (stereo not given),6,-0.7,0,-2.1,-1.9,1,-1.2,1.5,-1.1,-16,3
COc1cc(OC)c(C(=O)Nc2ccc(S(=O)(=O)Nc3ncccn3)cc2)cc1OC,-2,0.9,-6,-1.4,-1.5,-3,-0.6,1.9,-0.6,4,-10
O=C(COc1ccccc1)Nc1cccc(S(=O)(=O)N2CCCC2)c1,-4,-0.9,0,0.3,-1.2,-1,-1.0,1.0,-2.0,-4,6
CSc1ccc(-c2cc3c(c4c2ccn4C)C2CCC3O2)cc1 (stereo not given),-268,-2.4,-231,-0.6,-1.7,-188,-2.1,nt,nt,-10,i
COc1cc(S(=O)(=O)N2CCCCC2)ccc1NC=O,1,0.5,-3,0.1,-0.9,2,-1.9,-1.1,-1.7,7,-10
COc1ccc(N2CCN(C(=O)c3ccc(F)cc3)CC2)c([N+](=O)[O-])c1,-2,-0.9,0,-3.2,-2.2,1,-1.4,-0.9,-0.1,0,-8
CCN(Cc1ccc(Cl)s1)C(=O)c1cccc(OCc2c(C)noc2C)c1,-1,-2.0,-2,-4.5,-1.0,1,-1.4,0.5,-1.0,-15,9
CCc1ccccc1NC(=O)[C@@H]1CCCN1S(=O)(=O)c1cccc2cccnc12,7,nt,-2,-4.2,-1.7,-2,-3.3,nt,nt,-2,4
Clc1cccc(Nc2c3c(nc4ncnn24)CCC3)c1,-1,0.3,-2,-2.9,-1.8,-2,-3.6,3.7,-0.6,2,-2
CC(C)(C)OC(=O)N[C@@H]1C=CC(=O)C1,5,-0.8,-2,0.0,-0.3,1,0.6,nt,nt,-1,1
OCC[C@H]1C[C@H](O)[C@@H](O)[C@@]2(OCc3ccccc32)O1,2,-0.1,-6,-1.1,-1.5,-1,-0.3,-0.6,0.0,7,6
COc1ccc(NC(=O)COC(=O)CCSc2ccccc2)cc1OC,-9,-0.3,-1,2.1,-1.1,2,0.5,-0.8,-0.8,9,-20

# Reprinted from above (7 entries):
SMILES,PLC-beta3 inh,DAX1 inh-1,ADAM17 inh,hgDAF-12 ag,ssDAF12 agonist,PLC-gamma1 inh,hcDAF12 agonist,GAA850 FXN act,DAX1 inh-2,sPLA2-III inh,ADAM10 inh
COC(=O)c1ccccc1NC(=O)Nc1cc(C)cc(C)n1,3,0.2,-6,2.1,-0.2,-1,0.9,1.3,0.4,3,-15
O=C(c1ccccc1)N(c1ccccc1)C1C=CS(=O)(=O)C1 (stereo not given),0,0.2,-2,-1.1,-1.5,1,-0.9,2.6,-0.6,4,-6
Cc1ccc(CNC(=O)/C=C/c2c(Cl)cccc2Cl)cc1,-1,0.0,-4,1.5,-1.6,0,-1.9,-0.3,-0.2,2,-4
COCCn1nnnc1C(c1cccs1)N1CCN(c2nc3ccccc3s2)CC1 (stereo not given),6,-0.7,0,-2.1,-1.9,1,-1.2,1.5,-1.1,-16,3
COc1cc(OC)c(C(=O)Nc2ccc(S(=O)(=O)Nc3ncccn3)cc2)cc1OC,-2,0.9,-6,-1.4,-1.5,-3,-0.6,1.9,-0.6,4,-10
O=C(COc1ccccc1)Nc1cccc(S(=O)(=O)N2CCCC2)c1,-4,-0.9,0,0.3,-1.2,-1,-1.0,1.0,-2.0,-4,6
CSc1ccc(-c2cc3c(c4c2ccn4C)C2CCC3O2)cc1 (stereo not given),-268,-2.4,-231,-0.6,-1.7,-188,-2.1,nt,nt,-10,i

# (continued)
SMILES,PLC-beta3 inh,DAX1 inh-1,ADAM17 inh,hgDAF-12 ag,ssDAF12 agonist,PLC-gamma1 inh,hcDAF12 agonist,GAA850 FXN act,DAX1 inh-2,sPLA2-III inh,ADAM10 inh
CC(C)c1c(C(=O)N/N=C/c2cccnc2)nnn1-c1nonc1N,-2,-0.3,-2,-1.5,-1.2,1,0.3,0.7,0.2,0,2
COc1ccc(C(=O)Nc2nc(C)c3cc4c(cc3n2)OCO4)cc1,0,-0.9,-3,-5.4,-1.9,-1,-0.3,-1.7,-0.2,-4,-9
CCCC[C@@H]1C=C(C(=O)O)[C@H](c2ccc3c(c2)OCO3)N1S(=O)(=O)c1ccc(C)cc1,-5,1.5,3,-1.9,-1.1,-3,0.3,-0.8,-1.4,-10,-4
Cc1cccc(C)c1NC(=O)C(c1cccc([N+](=O)[O-])c1)N(C)C(=O)c1ccccn1 (stereo not given),1,-0.6,-3,-1.8,1.0*,0,-0.6,-0.2,0.4,-1,-2
COC(=O)c1cn(NC(=O)c2ccncc2)c(=O)c2ccccc12,6,0.9,-3,-1.4,-1.0,2,-0.6,-0.2,0.6,8,-10
COc1ccc(/C(O)=C/c2nc3ccc(C(=O)NCCc4cccc(C)c4)cc3[nH]c2=O)cc1OC,-40,-0.5,-26,-3.4,-0.3,-31,1.4,2.9,-0.9,8,-75
COC(=O)c1cc(C)sc1NC(=S)N1CCN(CCc2ccccc2)CC1,-5,-0.3,-4,-2.4,-1.2,-2,-0.2,0.9,0.0,4,-3
O=C(NC1CCCCC1)C1CCN(c2nnnn2-c2ccccc2)CC1,0,0.4,-6,0.8,-1.2,-1,-0.1,1.3,-0.5,6,-5
CCOc1ccc2cc(C3CC(c4ccco4)=NN3S(C)(=O)=O)c(=O)[nH]c2c1 (stereo not given),-42,-0.6,-40,3.8,0.1,-28,0.8,0.7,-0.5,-5,-82
Cc1sc(NC(=O)c2ccc3ncsc3c2)c(C(N)=O)c1C,-146,10*,3,8.8,0.1,-152,3.8,2.9,1.4,3,-7
COC(=O)/C(C#N)=C(/Nc1ccc(F)c(Cl)c1)C(F)(F)F,6,-0.7,-2,0.0,-1.1,0,0.1,-1.7,0.9,-5,-2
C=CCn1c(=O)/c(=C/c2ccc(F)cc2)s/c1=C(\C#N)c1nnc2n1CCCCC2,2,-0.3,0,0.6,-1.0,-1,-2.4,-1.3,-0.9,-9,9
COc1ccc(S(=O)(=O)N2CCOCC2)cc1NC(=O)c1ccc(OC(F)F)cc1,-5,0.1,-2,-1.3,-1.4,-1,-1.4,0.0,-1.8,-2,-13

# Source: PubChem
